TRHR enhancer: qHTS for Small Molecule Agonists and Allosteric Enhancers of Human TRH Receptor: Primary Screen for Enhancers; Thyrotropin-releasing hormone receptor (Homo sapiens), P34981; TRHR cells, fluo-8 calcium fluorescence, EC20 TRH enhancement; enhancement, % at 2 µM; 360,000 tested, 0.66% active; AID 493056, 2011; in the data active means enhancement above about 30%; further: 0% is about no effect
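TRHR-expressing cells loaded with fluo-8 calcium dye were read kinetically (ex 480/em 530) during compound addition, then stimulated with an EC20 of TRH (10 nM final). Enhancement of the Gq-mediated intracellular calcium response was scored.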
D1 ag: Allosteric Agonists of the Human D1 Dopamine Receptor: qHTS | D(1A) dopamine receptor (Homo sapiens), P21728 | HEK293 T-REx D1 cells, calcium flux, agonist mode | activation, % at 2 µM | 360,000 tested, 1% active; further: 0% is about no effect
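Agonism was scored from calcium flux recorded over 180 s (1 read/s) after pintool compound addition, following a 10-cycle baseline. Cells were inducible force-coupled HEK293 TREx D1, plated overnight at 30 C and loaded with no-wash calcium dye.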
D2 potentiator: HTS Assay for Positive Allosteric Modulators of the Human D2 Dopamine Receptor: Primary Screen for Potentiators; HEK293 T-REx D2, calcium flux, EC20 dopamine potentiation; potentiation, % at 10 µM; 340,000 tested, 0.34% active;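 active means potentiation over 3 SD above the plate norm, cut at about 30% in these data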; further: 0% is about no effect
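Primary screen. Calcium kinetics in induced HEK293 T-REx D2 cells: compound pre-addition 180 s, EC20 dopamine, 180 s more.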
D1 antagonist: Antagonist of Human D 1 Dopamine Receptor: qHTS; D(1A) dopamine receptor (Homo sapiens), P21728; AID 504652, 2011; activity change, negative = inhibition, % at 10 µM; 360,000 tested, 3.2% active; HEK293 TREx D1 cells, calcium flux, dopamine EC80; stronger effect = lower value; in the data active means activity change below about -30%; further: on the % scale 0 is the no-effect control and ±100 the full control effect
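Cells carrying a force-coupled, tetracycline-inducible human D1 receptor report calcium flux. Each well gets a 10 s baseline, compound with 180 s monitoring, then an EC80 dopamine stimulus with a second 180 s kinetic read.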
TRHR ag: qHTS for Small Molecule Agonists and Allosteric Enhancers of Human TRH Receptor: Primary Screen for Agonists | AID 493084, 2011 | TRHR cells, calcium flux fluo-8, FDSS agonist mode | activation, % at 2 µM | 360,000 tested, 0.18% active; further: 0% is about no effect
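TRHR-expressing cells, plated overnight in medium with 10% serum, were loaded with fluo-8 calcium dye at room temperature. After a 10 s baseline, library compound was pin-added and calcium release was recorded kinetically (ex 480/em 530) as agonist response.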
RXFP1 antagonist: qHTS Assay for Antagonists of the Relaxin Receptor RXFP1; activity change, negative = inhibition, % at 57.5 µM; 350,000 tested, 0.59% active; HEK293-RXFP1, relaxin-stimulated cAMP HTRF, 30 min; stronger effect = lower value; AID 1259400, 2018;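 active means activity change of -60% or lower, but not beyond a set lower limit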; further: on the % scale 0 is the no-effect control and ±100 the full control effect
Target sequence (Q9HBX9 whole entry, looked up): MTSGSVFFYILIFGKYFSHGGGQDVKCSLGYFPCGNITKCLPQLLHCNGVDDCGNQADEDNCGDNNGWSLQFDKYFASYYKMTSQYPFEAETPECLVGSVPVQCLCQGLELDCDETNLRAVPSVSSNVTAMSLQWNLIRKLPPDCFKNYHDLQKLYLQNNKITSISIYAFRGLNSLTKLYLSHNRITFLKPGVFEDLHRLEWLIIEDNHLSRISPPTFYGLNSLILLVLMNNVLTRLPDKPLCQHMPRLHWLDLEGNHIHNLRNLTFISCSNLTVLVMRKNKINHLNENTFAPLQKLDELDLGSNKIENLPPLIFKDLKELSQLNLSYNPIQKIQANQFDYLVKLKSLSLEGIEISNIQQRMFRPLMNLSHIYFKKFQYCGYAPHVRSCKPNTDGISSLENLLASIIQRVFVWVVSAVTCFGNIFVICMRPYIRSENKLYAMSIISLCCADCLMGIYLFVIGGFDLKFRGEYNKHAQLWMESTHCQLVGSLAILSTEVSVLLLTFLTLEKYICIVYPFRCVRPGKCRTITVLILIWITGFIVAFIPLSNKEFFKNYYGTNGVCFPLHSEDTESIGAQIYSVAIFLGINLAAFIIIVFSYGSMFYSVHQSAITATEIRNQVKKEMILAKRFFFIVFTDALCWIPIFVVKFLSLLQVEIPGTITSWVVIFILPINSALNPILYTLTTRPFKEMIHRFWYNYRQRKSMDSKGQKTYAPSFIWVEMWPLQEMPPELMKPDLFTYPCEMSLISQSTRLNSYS
D1 PAM: Potentiators of Human D1 Dopamine Receptor: qHTS. HEK293 TREx D1 cells, calcium flux, dopamine EC20 potentiation. potentiation, % at 10 µM. 360,000 tested, 0.036% active; in the data active means potentiation above about 30%; further: 0% is about no effect
D2 agonist: HTS Assay for Allosteric Agonists of the Human D2 Dopamine Receptor: Primary Screen for Agonists; D(2) dopamine receptor (Homo sapiens), P14416; HEK293 T-REx D2 cells, calcium flux agonist mode; activation, % at 2 µM; 340,000 tested, 0.53% active; AID 485358, 2010;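 active means activation over 3 SD above normal in the single-dose calcium agonist read, cut at about 30% in these data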; further: 0% is about no effect
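Agonism is scored from calcium flux in a force-coupled, inducible HEK293 cell line expressing D2, read kinetically for 180 s after compound addition against dopamine controls.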
D2 antag: HTS Assay for Allosteric Antagonists of the Human D2 Dopamine Receptor: Primary Screen for Antagonists; 340,000 tested, 2% active; inhibition, % at 10 µM; D(2) dopamine receptor (Homo sapiens), P14416; HEK293 TREx D2 cells, calcium flux, dopamine EC80; in the data active means inhibition above about 30%; further: 0% is about no effect
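Inhibition of EC80 dopamine-driven calcium flux, recorded kinetically, defines activity here; cells are a tetracycline-induced HEK293 T-REx line expressing force-coupled D2.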
Active calls of the source: *; x = not tested or not shown. Unless noted, no stated cut-off is given here; in the data, active means activation above about 30%; inactive means the rest.

Screens in order – D2 antag, D2 agonist, D1 ag, D1 PAM, D2 potentiator, D1 antagonist, TRHR enhancer, TRHR ag, RXFP1 antagonist
1. Cc1ccc(/C=C/C(=O)O)cc1S(=O)(=O)NCc1ccco1
  -21, 0.3, 1, -3, 12, 3, 15, -2.8, -24
2. CCN(CC)Cc1c(C(=O)OC)nnn1-c1nonc1N
  6, 1.6, 4, -3, -1, -3, -2, 0.3, 12
3. CCc1ccccc1NC(=O)CCNS(=O)(=O)c1ccc2c(c1)CCN2C(=O)C1CC1
  x, -0.3, 0, -6, 12, -2, 4, -0.6, x
4. O=C(Nc1ccccc1-c1ccccc1)C1CCCC1
  9, -0.4, -4, -7, 4, 22, 1, -0.2, -6
5. Cc1c(C(=O)N2CCNCC2)oc2ccccc12
  8, 0.2, 1, 4, -4, 4, 0, 0.7, 7
6. CCOC(=O)CCC(=O)N(CCN(C(=O)CCC(=O)OCC)c1ccccc1)c1ccccc1
  -6, -0.3, 1, 1, 3, -3, 1, -0.3, -3
7. O=C(/C=C/c1cccc(O)c1)c1cccnc1
  -7, 0.7, 1, 0, 26, 10, 5, 1.0, -20
8. CNC(=S)NN(C)c1nc(C)cc(C)n1
  -2, -0.8, 5, -3, 8, -6, 17, -0.5, 4
9. CCOc1ccc(S(=O)(=O)Nc2ccc(C(=O)NCC3CCCO3)cc2)cc1 (stereo not drawn)
  9, 0.8, 5, -3, 1, 5, 2, 0.5, 5
10. O=C1NC(=S)N/C1=C\c1cccnc1
  -16, -0.4, 4, -2, 2, 5, 0, -0.1, -6
11. CC(=O)N1CCc2c(sc3c2c(=O)n(-c2ccccc2)c(=O)n3CC(=O)Nc2cccc(C)c2)C1
  x, 0.0, 5, -1, 8, 14, -4, 0.4, x
12. Cc1ccc(-n2nnnc2SCC(=O)c2cc(C)n(-c3cc(C)on3)c2C)cc1
  x, x, 2, -2, -7, -2, 0, 0.0, -1
13. Cc1cc(C)c(S(C)(=O)=O)c(N(C)NC(=O)c2c(F)cccc2F)n1
  10, 2.6, 1, 5, 4, -1, -5, 0.4, 1
14. CN(C)c1ccc(/C=N/NC(=O)c2cccc(C(=O)N/N=C/c3ccc(N(C)C)cc3)n2)cc1
  13, 0.2, 0, 7, -10, 0, -9, 0.4, -4
15. OCc1nc2c(ccc3ccccc32)[nH]1
  -11, 1.8, 1, -1, 1, -1, -3, 0.4, -9
16. CC1CCC(NC(=O)C2CCC(CNS(=O)(=O)c3cccc4cccnc34)CC2)CC1 (stereo not drawn)
  -17, -0.9, 2, 3, 10, -2, 2, 0.8, -21
17. Cc1cc(C(=O)O)cc(S(=O)(=O)Nc2ccccc2C(=O)NC(C)c2ccccc2)c1C (stereo not drawn)
  -21, -0.4, 5, -2, -1, 13, -4, -0.6, 1
18. O=C(C[n+]1cn(C(F)F)c2ccccc21)c1ccc(Br)cc1
  -26, 0.0, -1, -2, 6, -2, -3, 0.2, -8
19. Cc1nc2cc(C(F)(F)F)ccc2n1CCNc1nc(-c2cc(Cl)c(N)c(Cl)c2)cs1
  9, -1.0, 0, -9, -12, 4, 24, -0.3, x
20. Cc1ccc(S(=O)(=O)N2CCN(Cc3cc(C(C)C)ccc3O)CC2)cc1
  -3, 0.2, 1, -8, -14, -9, -1, 1.2, -14
21. COc1ccc(/C=C/c2nc3ccccc3c(=O)o2)cc1
  8, 0.1, 4, -3, 18, -17, 4, -0.8, -3
22. C/C(=N\NC(=O)C1CC1(c1ccccc1)c1ccccc1)c1cccc([N+](=O)[O-])c1 (stereo not drawn)
  -15, 0.9, 1, -5, -10, -77*, -1, 0.6, 2
23. N=c1n(CCc2ccccc2)c2ccccc2n1Cc1ccccc1F
  -12, 3.7, 100*, -6, -3, -72*, 0, 5.0, -14
24. O=Cc1cn(CC(=O)N2CCCc3ccccc32)c2ccccc12
  -12, 0.5, 1, 0, 0, 14, -1, 0.3, -14
25. O=C(NCc1nnc(SCC(=O)N2CCN(c3ccccc3)CC2)o1)c1ccccc1
  3, 1.1, 5, -9, -4, 2, -3, 0.3, -10
26. O=C(CCCN1C(=O)CSc2ncccc21)N1CCN(Cc2ccccc2)CC1
  -19, -0.2, 0, -5, -3, -11, -1, -0.1, x
27. CCCC(=O)N(C1CC(C)C(C#N)(C#N)C1(C#N)C#N)N(C)C (stereo not drawn)
  2, 2.3, 6, -15, 3, -36*, -4, -1.1, -85*
28. CC(C)(C)c1ccc(C(=O)Nc2cnccn2)cc1
  14, 0.2, 3, -7, 3, 2, -2, -1.6, -13
29. O=C(NC(=S)Nc1cccc2cccnc12)c1cccs1
  -1, -0.1, 1, 4, 4, -3, -1, 0.5, -2
30. CN1CCCC(OC(=O)c2ccccc2Br)C1 (stereo not drawn)
  x, x, 3, -3, x, -7, 0, 0.1, 0

In the list so far, these contain a halogen.
Screens in order – D2 antag, D2 agonist, D1 ag, D1 PAM, D2 potentiator, D1 antagonist, TRHR enhancer, TRHR ag, RXFP1 antagonist
13. Cc1cc(C)c(S(C)(=O)=O)c(N(C)NC(=O)c2c(F)cccc2F)n1
  10, 2.6, 1, 5, 4, -1, -5, 0.4, 1
18. O=C(C[n+]1cn(C(F)F)c2ccccc21)c1ccc(Br)cc1
  -26, 0.0, -1, -2, 6, -2, -3, 0.2, -8
19. Cc1nc2cc(C(F)(F)F)ccc2n1CCNc1nc(-c2cc(Cl)c(N)c(Cl)c2)cs1
  9, -1.0, 0, -9, -12, 4, 24, -0.3, x
23. N=c1n(CCc2ccccc2)c2ccccc2n1Cc1ccccc1F
  -12, 3.7, 100*, -6, -3, -72*, 0, 5.0, -14
30. CN1CCCC(OC(=O)c2ccccc2Br)C1 (stereo not drawn)
  x, x, 3, -3, x, -7, 0, 0.1, 0

(list continues)
Screens in order – D2 antag, D2 agonist, D1 ag, D1 PAM, D2 potentiator, D1 antagonist, TRHR enhancer, TRHR ag, RXFP1 antagonist
31. CCc1ccccc1N(C)C(=O)c1cn(-c2cccc(OC)c2)c(=O)c2ccccc12
  x, -0.1, 2, -3, -3, 1, 4, -0.5, 11
32. Cc1nn(Cc2ccccc2)c(C)c1NC(=O)c1cc2nc(-c3ccco3)cc(C(F)(F)F)n2n1
  6, -0.2, 1, 0, 9, -7, -5, -1.3, -2
33. COc1ccc(C(c2nnnn2Cc2ccc(F)cc2)N2CCN(c3ccc(OC)cc3)CC2)cc1 (stereo not drawn)
  15, 0.3, 1, 0, -7, -5, -5, 0.3, -3
34. CC(C)Cc1cc(C(=O)NCc2ccc(Cl)cc2)no1
  x, -0.2, 1, 0, -21, 5, 4, -1.1, -11
35. CCCCOc1ccc(Cn2c(=O)oc3ccc(C)cc32)cc1
  x, 0.6, 12, -8, -10, -79*, -2, 2.6, x
36. COc1ccc(S(=O)(=O)N2CCCC2CNC(=O)C(=O)NC2CC2)cc1 (stereo not drawn)
  3, 0.6, 1, -6, 4, -17, 0, 0.5, -5
37. CCCn1nc(Oc2nc(NC(C)C)nc(N(C)C)n2)ccc1=O
  7, 0.1, 6, -7, 16, -80*, -1, 0.2, 12
38. COC(=O)c1ccc(COC(=O)CCC(=O)c2cccs2)cc1
  13, -0.1, 3, -3, 15, 5, -1, -0.4, -3
39. CC1CC(OCC(O)CN2CCCCC2C)CC(C)(C)C1 (stereo not drawn)
  -2, 0.6, 6, 2, 1, 7, 1, -0.9, 1
40. COc1ccccc1CNC(=O)C(=O)NCC1OCCN1S(=O)(=O)c1ccc2c(c1)OCCO2 (stereo not drawn)
  -14, 0.3, -1, -3, 13, 2, -2, -0.7, 8
41. Cc1ccc2nc(CCc3nc4ccc(C)cc4[nH]3)[nH]c2c1
  4, 1.2, 2, 1, -3, 14, 2, 0.6, -17
42. N=C1SC(c2ccccc2)C(=O)N1c1ncc(Cc2ccccc2Cl)s1 (stereo not drawn)
  -1, -1.1, 1, -6, 7, -43*, -2, -0.5, -26
43. O/N=C/c1cccn1-c1ccc(O)cc1
  -1, -3.5, 4, -4, -4, 0, -2, -0.3, 34
44. COC(=O)c1sc(=S)n(-c2ccccc2OC)c1N
  0, -0.4, 11, 0, 31*, -4, 11, 0.4, -4
45. CC(C)C(C(=O)N1CCOCC1)N1C(=O)c2ccccc2C1=O (stereo not drawn)
  -2, 0.4, 2, -1, -10, 4, 1, -0.3, -6
46. CSc1ccccc1C(=O)N1CCC(CCC(=O)NC2CC2)CC1
  3, 1.0, 1, -1, 0, -3, -1, 0.3, 1
47. CSc1nnc(-c2sc(-c3ccccc3)nc2C)n1C
  13, 1.5, 3, 6, -12, 40, 5, 0.2, 10
48. COc1ccc(C(=O)NNC(=O)c2ccccc2[N+](=O)[O-])cc1
  8, 0.4, 0, -8, 3, -5, -1, 0.6, 3
49. O=C(Nc1cccc2ccccc12)c1ccccc1NS(=O)(=O)c1cccc2cccnc12
  6, -0.3, 5, -10, 18, 3, 2, 0.8, 3
50. CCOC(=O)C1CC2CC(C1)CN(C(=O)C1CCCCC1)C2 (stereo not drawn)
  -3, 0.8, 0, -5, -6, -7, 3, 0.2, -4
51. CCOCCCNC(=O)C1CCC(=O)N1CCc1ccccc1 (stereo not drawn)
  -6, -2.4, 2, 1, -15, 3, 15, -0.2, 6
52. CCCc1cc(O)c2c(C)cc(=O)oc2c1
  -7, 0.3, 14, -7, -7, -16, -8, 4.8, -20
53. CCN(CC)CCC(c1cc(OC)c(OC)c(OC)c1)c1c(OC)cc(OC)c2c(C)cc(=O)oc12 (stereo not drawn)
  14, 0.4, 8, -4, -5, 27, -4, 0.9, x

Bioassay records (PubChem)
